IMPase cell inh: membrane-permeable compound that blocks inositol monophosphatase. 120,000 tested, under 10 active. P97697. AID 901. inhibition (IP1 accumulation), % at 46.1 µM. CHO-M1 cells, IP1 accumulation, HTRF TR-FRET ratio; active = well fitted curve in the direction sought with a large enough effect in the signal ratio, not every such curve was filed as active; inconclusive = small, poorly fitted or top-dose-only effect, or a change in a side signal; inactive = no such curve, though single readings can be large or run the other way; the % refers to the signal ratio;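 note: cells stimulated with carbachol in lithium chloride buffer; plate controls were DMSO basal wells for no effect and reference inhibitor wells for full effect; higher means more IMPase inhibition seen as more IP1 and lower FRET ratio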
Target sequence (P97697 whole entry, looked up): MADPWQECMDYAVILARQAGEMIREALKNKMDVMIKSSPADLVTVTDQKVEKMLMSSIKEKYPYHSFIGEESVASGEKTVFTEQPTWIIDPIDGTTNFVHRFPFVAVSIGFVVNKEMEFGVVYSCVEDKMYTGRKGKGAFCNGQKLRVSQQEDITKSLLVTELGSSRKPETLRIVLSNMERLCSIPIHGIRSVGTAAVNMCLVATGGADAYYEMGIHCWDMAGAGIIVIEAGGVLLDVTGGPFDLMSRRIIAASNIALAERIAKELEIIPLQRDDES
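In this qHTS, compounds (final up to 46 uM) act on CHO-M1 cells that are then activated through the M1 receptor with carbachol, in pH 7.4 buffer containing 50 mM LiCl, for 30 min. IP1 accumulation is quantified by the IP-One immunoassay.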
PNC inhibitor: inhibitors of perinucleolar compartment assembly; actives 3.1% (n = 140,000); PC3M PTB-GFP, PNC prevalence imaging, 16 h; active compounds read low; activity change (PNC), negative = inhibition, % at 10 µM;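 active = readout at or below -70, meaning at least 70% loss of cells showing the perinucleolar compartment, a nuclear body marking cancer cells; inconclusive = readout between -30 and a set limit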;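 note: plate controls were DMSO wells for no effect and camptothecin positive control wells for full effect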
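Compounds are pinned in duplicate onto adhered PC3M cells stably expressing GFP-tagged PTB and incubated 16 h at 37 C. Cells are then fixed, nuclei stained with Hoechst, and PNC-positive cells counted.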
ALOX12 inhib: 12-hLO (ALOX12) enzyme inhibition; purified 12-hLO, xylenol orange hydroperoxide absorbance; Potency, µM (doses to about 57.1 µM), without a hit: at the highest dose activity change, negative = inhibition, hits mostly inhibitors; actives 0.12% (n = 150,000); AID 1452; P18054; note: potency is the fitted concentration of half-maximal effect; nearly all actives have a fitted effect of over 55% in size; many of its hits are not listed in these tables
Target sequence (P18054 whole entry, looked up): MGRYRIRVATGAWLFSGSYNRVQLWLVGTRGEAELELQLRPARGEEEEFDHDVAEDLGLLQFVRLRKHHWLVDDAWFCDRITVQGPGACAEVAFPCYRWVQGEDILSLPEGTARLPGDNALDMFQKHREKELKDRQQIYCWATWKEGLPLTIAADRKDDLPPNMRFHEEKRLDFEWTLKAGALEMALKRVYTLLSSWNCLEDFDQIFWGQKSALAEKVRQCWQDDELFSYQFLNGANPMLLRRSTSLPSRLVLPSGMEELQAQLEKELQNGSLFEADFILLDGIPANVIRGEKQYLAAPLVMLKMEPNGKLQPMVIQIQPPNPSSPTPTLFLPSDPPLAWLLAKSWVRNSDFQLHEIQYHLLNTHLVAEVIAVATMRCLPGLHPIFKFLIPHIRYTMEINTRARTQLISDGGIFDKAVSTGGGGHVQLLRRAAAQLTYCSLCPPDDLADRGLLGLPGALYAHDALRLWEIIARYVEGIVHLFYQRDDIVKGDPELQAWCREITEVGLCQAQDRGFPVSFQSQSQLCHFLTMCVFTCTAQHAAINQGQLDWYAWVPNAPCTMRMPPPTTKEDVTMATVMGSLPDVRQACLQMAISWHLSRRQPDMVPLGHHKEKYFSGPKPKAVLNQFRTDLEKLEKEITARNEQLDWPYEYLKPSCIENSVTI
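Hydroperoxide formation by human 12-lipoxygenase from 40 uM arachidonic acid was followed colorimetrically via ferric-xylenol orange complex, using the 573/405 nm absorbance ratio. Enzyme concentration was 150 nM, with 30 min reaction at room temperature.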
ALOX15B inhib: blocks human 15-lipoxygenase 2 activity; Potency, µM (top dose mostly 57.1 µM), without a hit: top-dose activity change, negative = inhibition, hits mostly inhibitors; purified 15hLO-2, xylenol orange hydroperoxide absorbance; AID 881; actives 0.56% (n = 110,000); O15296; note: potency is the fitted concentration of half-maximal effect; nearly all actives have a fitted effect of over 60% in size; many of its hits are not listed in these tables
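Screening format was qHTS against 50 nM purified 15hLO-2 in Hepes pH 7.5 with detergent. Activity follows hydroperoxide formation from 45 uM arachidonic acid, measured as 573:405 nm absorbance ratio of the ferric-xylenol orange complex.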
The depositor's hits bear a star; ? = inconclusive; / = not tested or not shown; [ ] = another dose, or the depositor's remark. Unless noted, calls come from the whole dose curve; as a rule, active = well fitted curve in the direction sought with a large enough effect; inconclusive = small, poorly fitted or top-dose-only effect, or another doubt; inactive = no such curve, though single readings can be large; an effect the other way counts as inactive or inconclusive. Unless noted, % is set by controls: 0 for no effect and ±100 for the full control effect.

SMILES	IMPase cell inh	PNC inhibitor	ALOX12 inhib	ALOX15B inhib
CCOc1cc(CNc2ccc3cn[nH]c3c2)ccc1OC	1	-26	-1%	5%
CC(=O)c1c(C)c[nH]c1C	-1	50	9%	/
Cc1nc(NC(CC(C)C)C(=O)O)c2nc(C)oc2n1 (stereo not drawn)	15	?	-3%	-4%
CC(=O)[C@@H]1[C@@H]2C(=O)N(C3CCCCC3)C(=O)[C@@H]2C2c3ccccc3C=CN21 (stereo partly drawn)	5	39	-11%	?
O=C(O)c1ccc(COc2ccccc2Cl)cc1	-3	-1	-9%	-1%
Cc1cc(/C=C2\SC(N)=NC2=O)c(C)n1-c1ccccc1	13	-2	-12%	?
CNc1oc(-c2ccco2)nc1C#N	-2	?	-1%	-3%
O=C1CC(c2cc3c(cc2Br)OCO3)C2=C(CCCC2=O)N1 (stereo not drawn)	0	19	-5%	4%
c1ccc(CNc2nc(CN3CCOCC3)nc3scc(-c4ccccc4)c23)cc1	/	15	-8%	/
COc1ccc(/C(O)=C2/C(=O)C(=O)N(CCN(C)C)C2c2ccc(F)cc2)cc1Cl (stereo not drawn)	-13	17	5%	0%
Cn1c(NC(=O)c2cccc(Cn3cc(Cl)cn3)c2)nc2ccccc21	-4	0	-4%	5%
CC(C(=O)Nc1ccccc1-c1ccccc1)N1CCCCC1 (stereo not drawn)	10	9	2%	18%
Cn1cnnc1SC/C(O)=C(\C#N)c1nc2ccccc2[nH]1	18	-4	-1%	/
Cc1ccc(C(=O)N2NC(c3ccc(F)cc3)C3C(=O)N(c4ccc(C)c(C)c4)C(=O)C32)cc1 (stereo not drawn)	/	-90*	1%	/
CCOC(=O)C1=C(CN2CCSCC2)NC(=O)NC1c1cc(C)ccc1C (stereo not drawn)	8	41	-17%	3%
COc1ccc(N=C(N)SCc2ccccn2)cc1	/	?	-1%	/
CC(C)=CC(=O)Nc1nnc(-c2ccc(F)cc2)s1	4	3	3%	1%
CCNC(=O)CN(C1CCCCC1)S(=O)(=O)c1ccc(F)cc1	-5	11	10%	-7%
CN1CCC2(CC1)CCN(S(=O)(=O)c1ccccc1)CC2	/	/	2%	15%
[O-]C1=N/[N+](=C/c2ccc(Cl)cc2)CC1	4	0	-5%	-23%
CCC(NS(=O)(=O)c1ccc(OC)cc1)C(=O)NCCC1=CCCCC1 (stereo not drawn)	2	-18	0%	2%
Cc1[nH]n(-c2ccc(Cl)cc2)c(=O)c1C=Nc1ccc(S(=O)(=O)N2CCOCC2)cc1	4	31	4%	20%
Cc1ccc(NC(=O)CCn2ccc([N+](=O)[O-])n2)nc1	/	-12	-2%	/
CCc1cccc(C)c1NC(=O)CCCC(=O)O	1	-22	-3%	-3%
COc1ccccc1NC(=O)CSc1nnc(Cc2ccccc2)o1	3	5	-7%	-2%

Among those listed so far, two contain an aryl thioether with sulfur outside any ring.
SMILES	IMPase cell inh	PNC inhibitor	ALOX12 inhib	ALOX15B inhib
Cn1cnnc1SC/C(O)=C(\C#N)c1nc2ccccc2[nH]1	18	-4	-1%	/
COc1ccccc1NC(=O)CSc1nnc(Cc2ccccc2)o1	3	5	-7%	-2%

The list continues.
SMILES	IMPase cell inh	PNC inhibitor	ALOX12 inhib	ALOX15B inhib
O=C(c1ccc(S(=O)(=O)N2CCOCC2)cc1)N1CCN(c2ccc(F)cc2)CC1	-1	18	-4%	4%
CCOC(=O)C1=C(C)NC2=C(C(=O)CCC2)C1c1cccnc1 (stereo not drawn)	-1	?	-5%	-5%
O=C(CSc1nnnn1C1CCCC1)Nc1ccc(F)cc1	7	42	3%	10%
O=c1cc(-c2cccc(O)c2)oc2cc(O)ccc12	8	/	-1%	-4%
Cc1[nH]n2c(=O)c3c(nc2c1-c1ccccc1)CCC3	1	27	-5%	-2%
Cc1nc2ccc(S(=O)(=O)NC(C(=O)N3CCn4c3nc3ccccc34)C(C)C)cc2s1 (stereo not drawn)	2	?	3%	-3%
O=c1oc2ccccc2c(O)c1/C=C1\C=Nc2ccccc21	0	49	-12%	/
COc1cc(OC)c(C#N)c(S(=O)(=O)Cc2ccccc2)c1	7	17	-2%	-3%
Cc1ccc(S(=O)(=O)NCCN=C(CN2CCOCC2)NS(=O)(=O)c2ccc(C)cc2)cc1	2	?	-7%	1%
CCOc1ccc(NC(=O)CCS(=O)(=O)c2ccc3c(c2)CCCN3C(=O)CC)cc1	3	?	0%	7%
CNC(=O)C(C)NS(=O)(=O)c1ccc(F)cc1 (stereo not drawn)	1	-1	0%	-2%
Cc1cc(O)c(C(C[N+](=O)[O-])c2ccc(Cl)cc2Cl)c(=O)o1 (stereo not drawn)	-6	30	-3%	-7%
CC1C2CC(C(S(=O)(=O)N3CCOCC3)C2=O)C1(C)C (stereo not drawn)	0	-8	-1%	-4%
CCNS(=O)(=O)c1ccc(CCC(=O)NCCC2=CCCCC2)cc1	/	-29	0%	/
O=C(O)CN1CCOCCOCCN(CC(=O)O)CCOCCOCC1	-9	16	1%	24%
CC1(C)N=C(N)N=C(N)N1c1cccc(OCc2cccc(N)c2)c1	/	/	-2%[11.4 µM]	-1%[11.4 µM]
Cc1cccc(NC(=O)C2CCCN2C(=O)Oc2ccccc2)c1C (stereo not drawn)	-2	?	3%	/
COCCn1c(Cc2ccccc2)nnc1SCC(=O)NC(C)(C)C	12	33	-3%	-4%
O=C(Nc1c(-c2ccccc2)nc2sccn12)c1ccccc1	0	-8	-5%	17%
COc1ccccc1NC(=O)C1=C(C)Nc2ncnn2C1c1ccccc1C (stereo not drawn)	-1	-14	9%	9%
O=C(c1csc(Nc2ccccc2Cl)n1)N1CCCC1	5	30	5%	13%
Cc1sc(NC(=S)NC(=O)C(C)(C)C)c(C(N)=O)c1C	4	14	-4%	?
O=C(/C=C/c1ccccc1)c1ccc(O)cc1O	/	/	-7%	3%
Cc1cc(NC(=O)COc2cccc(C)c2C)no1	-5	-19	2%	-6%
CCCCNC(=O)/C=C/c1cccs1	/	33	2%	/

A few values from the results shown:
CCOC(=O)C1=C(C)NC2=C(C(=O)CCC2)C1c1cccnc1 (stereo not drawn) in IMPase cell inh reads -1
[O-]C1=N/[N+](=C/c2ccc(Cl)cc2)CC1 in PNC inhibitor reads 0
CC(=O)[C@@H]1[C@@H]2C(=O)N(C3CCCCC3)C(=O)[C@@H]2C2c3ccccc3C=CN21 (stereo partly drawn) in PNC inhibitor reads 39
CNC(=O)C(C)NS(=O)(=O)c1ccc(F)cc1 (stereo not drawn) in ALOX12 inhib reads 0%
COc1ccccc1NC(=O)C1=C(C)Nc2ncnn2C1c1ccccc1C (stereo not drawn) in ALOX15B inhib reads 9%

More entries follow.
SMILES	IMPase cell inh	PNC inhibitor	ALOX12 inhib	ALOX15B inhib
CCOc1cc(CNc2ccc(O)cc2)ccc1OCc1ccc(Cl)cc1Cl	?	-4	2%	?
CCCCCCNCc1cccc(Br)c1	13	57	-5%	40%[activator]
CCOC(=O)c1ccccc1NC(=O)Cn1cnc2c(cnn2-c2ccccc2)c1=O	3	28	-6%	-5%
CN1CCN(c2ccc([N+](=O)[O-])cc2C(=O)c2ccc(Br)cc2)CC1	13	-14	-14%	35%[activator]
CC(SC(=S)N(C)Cc1cccs1)C(=O)O (stereo not drawn)	/	32	7%	/
COc1cc(Cn2ccnc2)c(OC)cc1Cn1ccnc1	-1	4	4%	45%[activator]
Cc1c(Cl)c([N+](=O)[O-])nn1CC(=O)NC(C)C1CC2CCC1C2 (stereo not drawn)	-1	19	3%	-9%
O=C(NC1CC2CCCC(C1)N2C(=O)Nc1ccc(Cl)c(C(F)(F)F)c1)C1CC1 (stereo not drawn)	10	115	5%	0%
CCOC(=O)CSc1nnc(CNc2ccc(F)cc2)o1	11	?	5%	-1%
Nc1nonc1C(=O)NCCNCc1cc(Br)ccc1OCc1ccccc1F	21	?	-12%	55%[activator]
O=C1N/C(=N/S(=O)(=O)c2ccccc2)S/C1=C/c1cccnc1	3	?	-1%	/
COc1ccc(-c2nnc(NC(=O)c3ccc(S(=O)(=O)N4CCc5ccccc5C4)cc3)o2)cc1	-3	-16	2%	26%
Cc1ccc(-n2c(SCC(=O)Nc3cc(C)on3)nc3c(c2=O)SC(C)C3)cc1 (stereo not drawn)	10	-4	2%	-5%
COc1ccc(CCNC(=O)C2CC(c3cccc([N+](=O)[O-])c3)=NO2)cc1 (stereo not drawn)	7	-5	-4%	4%
CCCC(CCC(=O)OC)(C(=O)OCC)c1csc(N)n1 (stereo not drawn)	5	1	-5%	3%
Cc1ccc(NC(=O)N(CCCN2CCOCC2)Cc2cc3cc4c(cc3[nH]c2=O)OCO4)cc1	-19	-1	-1%	41%[activator]
Cc1ccc(S(=O)(=O)NCCC(C)C)cc1[N+](=O)[O-]	/	16	-6%	/
CCOC(=O)Cc1csc(NC(=O)CSc2nnc(-c3ccc(C)cc3)o2)n1	5	6	3%	3%
CC(C)NC(=S)NC(=O)/C=C/c1cccc2ccccc12	/	?	3%	/
COC(=O)C1=CN(C2CC2)C=C(C(=O)OC)C1c1ccccc1OC	-1	8	-2%	2%
CCOC(=O)Cc1cc(=O)n2[nH]c(-c3ccc(C)cc3)cc2n1	3	12	-8%	-2%
COC(=O)c1ccc2c(=O)n(Cc3ccco3)c(SCC(=O)Nc3ccc(C)c(Cl)c3)nc2c1	?	-4	5%	-2%[2.29 µM]
CC(=O)c1cccc([N+](=O)[O-])c1	/	/	-3%	-4%
CCC(NC(=O)c1ccccc1NC(=O)c1ccco1)C(=O)O (stereo not drawn)	10	5	2%	-3%
O=C(NC1CCCC1)C(Cc1ccccc1)n1cccc1 (stereo not drawn)	12	5	2%	0%
(listing goes on)
SMILES	IMPase cell inh	PNC inhibitor	ALOX12 inhib	ALOX15B inhib
Cc1ccc(CSCC(=O)N2CCN(c3ccc(F)cc3)CC2)cc1	-1	-3	-9%	-9%
Cc1cccc(S(=O)(=O)Nc2nc3ccccc3nc2NCc2ccco2)c1	0	?	-10%	-12%
CCOC(=O)CON1C(=O)c2ccccc2C1=O	-8	39	7%	-8%
Cc1oncc1C(=O)NC(C)C	2	0	-2%	-6%
CC(OC(=O)CCc1nc2ccccc2c(=O)[nH]1)C(=O)NCc1ccc2c(c1)OCO2 (stereo not drawn)	7	-8	-3%	-5%
Cc1nc2ccccc2c(=O)n1NC(=O)c1c(O)c2c(n(CC(C)C)c1=O)CCCC2	?	-94*	-2%	/
Cc1cccc(N(CC(=O)NC2CCCCC2)C(=O)CCC(=O)Nc2ccccn2)c1	-3	-20	-2%	-2%
Cn1c(=O)oc2cc(S(=O)(=O)Nc3cccc4c3CCCC4)ccc21	1	34	-13%	0%
O=C(O)c1ccc(N2CCCC2=O)cc1	1	?	7%	0%
COc1cccc(C(=O)NNC2=CC(=O)CC(C)(C)C2)c1	1	9	6%	2%
COCC(=O)N1CCC2(CCN(Cc3ccccc3)CC2)CC1	/	/	-4%	19%
Cc1ccc(NCc2nnc(SCC#N)o2)c(C)c1	10	-100*	-5%	/
O=C(O)CCCCC(=O)O	/	/	-2%	-9%
CN1CCN(NC(=O)CN2C(=O)/C(=C/c3ccccc3Cl)SC2=S)CC1	6	-10	-4%	15%
CCc1cc2cc(C(=O)N3CCN(Cc4ccccc4)CC3)sc2s1	?	7	-6%	50%[activator]
O=[N+]([O-])c1ccc(Nc2nc3ccccc3s2)cc1	/	/	-23%[11.4 µM]	-28%[11.4 µM]
Cc1cccc(CSC2=NCCN2C(=O)c2ccco2)c1	1	?	-3%	4%
Cc1cc(NC(=O)c2ccc(S(=O)(=O)N3CCCC3)cc2)nc2c1c(=O)oc1ccccc12	?	?	0%	/
COc1ccc(S(=O)(=O)N2CCN(Cc3ccccc3)CC2)cc1	2	17	-7%	8%
CCN(CC)CCNCc1ccc(-c2ccc(Cl)cc2)o1	5	10	6%	37%[activator]
COc1cc(NC(=O)CSc2nc3c(C)ccc(C)c3cc2C)c(C(=O)O)cc1OC	/	38	3%	/
O=C(NCc1ccccn1)c1ccc(NC(=O)c2ccco2)cc1	6	?	1%	-2%
